MEX-5 binding = MEX-5 zinc finger RNA-binding disruptors – biochemical, C. elegans, fluorescence polarization, MLPCN library, primary screen; Zinc finger protein mex-5 (Caenorhabditis elegans), Q9XUB2; activity score (negative = inhibition of binding), % at 10 µM; AID 1832, 2009; 300,000 tested, 0.38% active; MEX-5/FITC-TCR2 RNA binding; hits give low values;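 active = inhibition past about -25% in most replicates, and total fluorescence under double the plate's negative control median, limit read from the data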;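 note: 0% = DMSO and -100% = 5 µM competing unlabeled TCR2 RNA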
Target sequence (Q9XUB2 whole entry, looked up): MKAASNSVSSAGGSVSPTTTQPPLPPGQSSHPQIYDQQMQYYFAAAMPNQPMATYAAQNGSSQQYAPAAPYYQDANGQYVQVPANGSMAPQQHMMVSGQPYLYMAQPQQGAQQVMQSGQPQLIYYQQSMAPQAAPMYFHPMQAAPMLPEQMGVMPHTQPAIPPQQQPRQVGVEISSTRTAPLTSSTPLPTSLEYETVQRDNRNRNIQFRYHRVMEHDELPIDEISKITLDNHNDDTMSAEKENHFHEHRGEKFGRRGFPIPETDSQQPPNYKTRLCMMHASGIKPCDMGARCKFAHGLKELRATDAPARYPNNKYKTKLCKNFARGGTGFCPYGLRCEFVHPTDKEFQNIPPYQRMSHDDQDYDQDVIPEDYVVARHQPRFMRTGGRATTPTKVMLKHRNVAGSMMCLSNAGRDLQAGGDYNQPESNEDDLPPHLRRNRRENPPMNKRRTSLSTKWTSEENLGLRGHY
MCL1 BIM primary = inhibitors of MCL1 binding to BIM-BH3, primary screen, biochemical, fluorescence polarization; GST-MCL1 / FITC-Bim-BH3 fluorescence polarization; 320,000 tested, 0.68% active; AID 2057, 2009; inhibition, % at 10.9 µM; Induced myeloid leukemia cell differentiation protein Mcl-1 (Homo sapiens), Q07820;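 active = inhibition above the mean inhibition of all tested compounds plus 3 SD, set per campaign, cut at about 40% in these data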;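 note: 0% = DMSO wells and 100% = unlabeled Bim-BH3 peptide control; higher means more loss of mP so more displacement of Bim peptide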
Target sequence (Q07820 whole entry, looked up): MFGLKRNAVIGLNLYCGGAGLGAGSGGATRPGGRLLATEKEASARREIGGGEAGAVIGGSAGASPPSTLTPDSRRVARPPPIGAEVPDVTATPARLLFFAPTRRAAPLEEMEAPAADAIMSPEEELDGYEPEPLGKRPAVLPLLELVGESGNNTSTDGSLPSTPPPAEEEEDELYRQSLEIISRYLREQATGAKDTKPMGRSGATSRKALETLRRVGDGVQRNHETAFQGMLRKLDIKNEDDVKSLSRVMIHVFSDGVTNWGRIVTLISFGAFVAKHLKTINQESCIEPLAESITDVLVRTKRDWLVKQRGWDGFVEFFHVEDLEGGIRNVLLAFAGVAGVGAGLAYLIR
GRK2 inh = compounds blocking aptamer binding on GRK2 – biochemical, human GRK2, bead flow cytometry, HTS, primary screen. Beta-adrenergic receptor kinase 1 (Homo sapiens), P25098. FAM-aptamer displacement from GRK2. 330,000 tested, 0.59% active. inhibition of aptamer binding, % at 10 µM. AID 488847, 2010;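 active = inhibition of aptamer binding above 40%, roughly 3 SD of noise, on plates passing a quality check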;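 note: median bead fluorescence of bound FAM aptamer so fluorescent compounds give negative values; no value below 0 was filed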
VLA-4 inh = inhibition in human VLA-4 binding assay, primary screen, VLA-4 allosteric modulator project, MLPCN library, flow cytometry, VLA-4 expressing cells | Integrin alpha-4 (Homo sapiens), P13612 | ligand binding flow cytometry | inhibition, % (about 7 µM as worked out from the volumes in the protocol) | 330,000 tested, 0.2% active | AID 2557, 2010; in the data active = inhibition above about 50%
CIT2 TOR yeast = modulators of CIT2-GFP expression in yeast, primary screen, S. cerevisiae, GFP fusion, multiplex flow cytometry, MLPCN library | S. cerevisiae CIT2-GFP strain, 3 h; 100 means same as DMSO wells | GFP response vs DMSO, % at 10 µM | 320,000 tested, 0.065% active | AID 2029, 2009;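 active = GFP response relative to DMSO above a set limit, near the screen mean plus 3 SD, cut at about 150% in these data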;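 note: ratio of well median GFP fluorescence to mean of DMSO wells on the plate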
Bcl-xL primary = inhibitors of human Bcl-xL, primary screen, biochemical, fluorescence polarization, HTS; Bcl-2-like protein 1 (Homo sapiens), Q07817; GST-Bcl-xL / FITC-Bim BH3 peptide fluorescence polarization; inhibition, % at 10.9 µM; 320,000 tested, 0.7% active; AID 2129, 2009;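 active = inhibition above the mean of all tested compounds plus 3 SD, cutoff set per campaign, cut at about 30% in these data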;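 note: 0% = DMSO wells and 100% = unlabeled Bim-BH3 peptide competitor; inhibitors lower millipolarization by displacing the labeled peptide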
Target sequence (Q07817 whole entry, looked up): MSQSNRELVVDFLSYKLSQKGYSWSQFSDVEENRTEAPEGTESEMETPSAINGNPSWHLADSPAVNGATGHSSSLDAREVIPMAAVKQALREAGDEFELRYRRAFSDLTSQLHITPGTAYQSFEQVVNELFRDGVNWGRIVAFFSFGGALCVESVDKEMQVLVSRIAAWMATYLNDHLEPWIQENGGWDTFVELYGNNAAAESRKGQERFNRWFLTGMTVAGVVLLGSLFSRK
AGP1-GFP MLPCN = modulators of AGP1-GFP expression in yeast TOR pathway, primary screen, cell-based, multiplex flow cytometry, S. cerevisiae, MLPCN library | 3 h; GFP as percent of DMSO wells | 320,000 tested, 0.02% active | AID 2066, 2009 | GFP response vs DMSO, % at 10 µM;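 active = GFP response relative to DMSO above a set limit, near screen average plus 3 SD, cut at about 150% in these data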;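 note: median GFP channel fluorescence of the gated AGP1 strain per well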
GLD-1 TGE inh = GLD-1/TGE RNA complex disruptors, primary screen, biochemical, fluorescence polarization | purified GLD-1 + fluorescein TGE RNA | inhibition, % at 5.96 µM | 320,000 tested, 0.44% active;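 active = percent inhibition above a per-plate cutoff, the plate mean of test compounds plus 3 SD, cut at about 30% in these data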;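 note: 0% = DMSO wells with GLD-1 and probe and 100% = wells lacking GLD-1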
Fam108B counter = mouse Fam108B serine hydrolase inhibitors, primary screen, counter-screen for RBBP9 inhibitor project, biochemical, fluorescence polarization. recombinant Fam108B, FP-Rh probe fluorescence polarization. inhibition, % at 9.51 µM. 300,000 tested, 0.33% active. AID 1947, 2009;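 active = inhibition above the screen mean inhibition plus 3 SD, computed separately per campaign, cut at about 18% in these data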;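 note: inhibitors lower polarization as less probe binds the enzyme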
Starred values were filed as active, the others as inactive; i = inactive; . = not tested or not shown.

SMILES	MEX-5 binding	MCL1 BIM primary	GRK2 inh	VLA-4 inh	CIT2 TOR yeast	Bcl-xL primary	AGP1-GFP MLPCN	GLD-1 TGE inh	Fam108B counter
O=C(Nc1ccc(S(=O)(=O)NCCc2ccccc2)cc1)c1ccc(Br)o1	2.8	6	7	-5	.	2	104	9	-17
Cc1ccc(CCNC(=O)C2CC(c3cccc(F)c3)=NO2)cc1 (centres undefined)	-2.6	6	0	-3	88	2	93	0	2
Cc1ccc(S(=O)(=O)NC(=O)Nc2cc(C)on2)cc1	-1.1	-1	2	-4	103	4	109	3	-1
N#C/C=C/N1CCN(Cc2ccc3c(c2)OCO3)CC1	2.9	1	0	2	101	1	93	-1	4
Cc1cc(C(=O)OCC(=O)Nc2cccnc2Cl)c2ccccc2n1	1.6	1	4	11	103	0	92	2	-2
Cc1cc(C)c(S(=O)(=O)N(C)CC(=O)NCc2cccnc2)c(C)c1	2.2	0	0	1	103	0	96	4	-3
CC(C)CC[n+]1ccccc1/C=C/c1ccc(N(C)C)cc1	47	-31	0	i	113	-10	104	22	-29
C[C@H](N)c1nnc(SCC(=O)N(C)C)o1	-1.3	7	1	9	98	7	101	-6	0
Cc1cccc([C@@H]2[C@@H]3C(=O)N(Cc4ccccc4)C(=O)[C@@H]3[C@]3(Cc4ccccc4)C(=O)N(c4cccc(F)c4)C(=O)N23)c1	0.3	0	1	13	66	1	79	4	-8
CCOC(=O)/C=C1\SC(C)C(=O)N1CC(=O)N(CCC#N)c1ccccc1 (centres undefined)	.	1	3	7	93	6	106	5	.
CCCn1nc(NC(=O)C2CCCO2)c2cc3ccc(C)cc3nc21 (centres undefined)	0.7	-3	1	2	85	1	97	5	-3
CCCCn1c(N)c(N(CCOC)C(=O)c2cc3c(s2)CCC(C)C3)c(=O)[nH]c1=O (centres undefined)	-4.7	-23	0	17	95	-9	104	-5	1
CC(=O)Nc1ccc(S(=O)(=O)Nc2ccc(S(=O)(=O)Nc3nccs3)cc2)cc1	-1.8	-2	3	3	108	4	100	8	0
O=C(O)c1cccc(CN2C(=O)c3ccccc3C2=O)c1	0.1	-3	0	10	99	4	101	-5	-1
O=C(c1cccc(S(=O)(=O)NCc2ccccc2)c1)N1CCN(Cc2ccccc2)CC1	-4.0	1	0	0	94	-1	98	2	-5
CCn1nnc(NC(=O)c2c(OC)cccc2OC)n1	1.3	5	0	21	96	2	102	5	-4
O=C(COC(=O)c1ccc(F)c(S(=O)(=O)N2CCOCC2)c1)c1ccc(Cl)cc1	.	3	0	9	105	5	114	6	.
CCOC(=O)c1cnc2c(C)cccc2c1NCc1ccco1	-1.0	4	2	1	95	0	98	2	3
COc1cccc(-n2c(SCC(N)=O)nc3ccccc3c2=O)c1	1.3	-43	0	-4	96	-22	89	-42	-7
COc1cccc(NC(=O)CN(C)C(=O)CC(NC(=O)c2ccccc2Cl)c2ccccc2)c1 (centres undefined)	.	1	0	11	84	3	94	-4	.
O=C(Cn1nnc2ccccc21)N/N=C\C=C\c1ccccc1	1.7	4	5	9	93	6	101	3	-2
CCCCN1C(=O)C(O)=C(C(C)=O)C1c1ccc(OC)cc1OC (centres undefined)	0.0	5	2	23	97	-2	101	-2	2
Cc1ccc(S(=O)(=O)N2CCOC23CCN(S(=O)(=O)c2c(C)cc(C)cc2C)CC3)cc1	2.4	-3	0	9	113	2	115	8	-6
CCc1sc(C(=O)NCCc2ccc(S(N)(=O)=O)cc2)cc1Br	-0.9	4	2	3	97	5	103	-3	-2
CC(CCc1ccccc1)N1CCN(Cc2ccccc2)CC1 (centres undefined)	0.9	2	0	7	96	4	95	17	4
CCOC(=O)N1CCN(C(=S)Nc2cc(S(=O)(=O)N3CCOCC3)ccc2Cl)CC1	-0.9	2	0	6	109	2	107	0	3
Cc1ccc(N(C(=O)Cn2nnc3ccccc32)C(C(=O)NCc2ccco2)c2cccnc2)cc1 (centres undefined)	-1.8	6	3	0	89	-2	90	6	-1
Cc1ccc(C)c(NC(=O)NC2CCCCCCC2)c1	-4.5	5	0	10	103	1	98	0	4
S=C(NCC1CCCO1)N1CCN(c2ccc(Cl)c(Cl)c2)CC1 (centres undefined)	1.2	1	1	0	92	6	91	3	1
CCC(CC)=NNc1ccc(S(N)(=O)=O)cc1[N+](=O)[O-]	-0.9	4	2	-1	109	4	109	0	6
Cc1ccc2c(c1)c1c(n2CC(O)Cn2nc(C)c(Br)c2C)C(=O)CCC1 (centres undefined)	3.3	-4	0	21	89	1	96	-5	6
Cc1ccc(S(=O)(=O)N(CC(=O)Nc2ccc(F)cc2)C(=O)N2CCN(C)CC2)cc1	-0.5	9	0	-1	93	4	93	2	-3
Cc1cc2ccccc2n2c(SCC(=O)Nc3ccc(S(=O)(=O)N4CCC(C)CC4)cc3)nnc12	2.0	-9	4	12	81	-6	84	-5	-26
CCOc1ccc(-c2cc(C(=O)NCCCN3CCOCC3)c3ccccc3n2)cc1	2.7	6	1	15	112	7	105	6	0
Cc1ccc(C(C(=O)NC2CCCC2)N(Cc2ccc(F)cc2)C(=O)c2csnn2)o1 (centres undefined)	-0.2	7	1	3	95	9	101	-5	-1
CN(C)/C=C(\c1cnc(Cl)s1)S(=O)(=O)c1ccccc1	0.7	9	0	3	95	3	96	-2	2
O=C(Cc1ccccc1Cl)N1CCN(c2ccccn2)CC1	-0.3	1	6	-1	113	1	111	11	6
COc1ccc(N(Cc2cc3cc(C)ccc3[nH]c2=O)C(C)=O)cc1	-1.5	-2	1	22	101	0	90	4	0
S=C(NCc1ccco1)N1CCN(c2nc(-c3ccc(Cl)cc3)cs2)CC1	0.2	-3	1	9	101	4	102	3	8
COC(=O)C1=C(C)N(Cc2ccco2)C(=O)C1	-5.0	0	3	3	103	8	105	5	3
COc1cccc(-c2noc(-c3ccc4c(c3)OCO4)n2)c1	-0.4	-3	1	4	101	7	99	5	-1
Cn1cccc1CC(=O)NNC(=S)Nc1ccc(Cl)cc1	-1.8	13	1	-4	103	11	105	-4	2
CCSC1=C(C#N)C(c2ccc(C)s2)CC(=O)N1 (centres undefined)	-0.9	-7	3	10	100	-10	103	0	-1
CCOc1ccc(C(=O)CCC(=O)Nc2ccc(C)cn2)cc1	-7.8	-12	3	-48	96	-9	108	-11	2
O=C(CCN1C(=O)/C(=C/c2ccccc2Cl)SC1=S)NC1C=CS(=O)(=O)C1 (centres undefined)	0.7	4	0	8	91	4	99	-3	-4
Cc1cccc(NC(=O)C(C)Sc2nc3ccccc3c(=O)n2CCCN2CCOCC2)c1 (centres undefined)	.	7	1	9	95	0	90	3	.
O=C(CSc1ncccn1)NN=C1CCCCCCC1	-0.8	-4	0	7	104	2	107	-7	0
CCCCCCCn1c(=O)c(C(=O)OC)c(N)c2ccccc21	-3.2	-5	1	-4	101	0	100	3	2
Cc1noc2ncnc(Sc3ccc(Cl)cc3)c12	-0.7	7	4	6	98	2	99	-9	4
CSCCC(NC(=O)c1cccc(C)c1)C(=O)OCN1C(=O)c2ccccc2C1=O (centres undefined)	1.5	-6	4	12	99	-6	101	8	1
O=C(CSc1ncnc2sc(-c3ccccc3)cc12)NC1CCS(=O)(=O)C1 (centres undefined)	0.4	4	0	13	103	3	106	1	2
CCc1ccc(-n2c(C)cc(/C=N/NC(=O)OC)c2C)cc1	-0.7	-3	0	6	87	1	90	1	-1
Clc1ccccc1CNc1ncnc2nc[nH]c12	-0.1	-1	0	8	100	-2	103	7	1
Cc1cc(S(=O)(=O)n2[nH]c(=O)c(CCO)c2C)c(Cl)cc1Cl	-0.8	5	1	2	.	67*	88	11	1
COc1cccc(NC(=O)N2CCCC2C(=O)NC(C)C)c1 (centres undefined)	1.6	4	0	2	104	0	111	0	3
COc1cc(NC(=O)c2ccccc2[N+](=O)[O-])ccc1NC(=O)C(C)C	-0.4	-2	3	18	110	4	110	9	5
CCOC(=O)c1cc(NC(=O)c2c(C)noc2C)cc(C(=O)OCC)c1	.	5	3	7	105	3	99	5	-6
CCCC1(CCC)NC(=O)N(CC(=O)Nc2cccc(OC)c2)C1=O	-2.9	4	0	2	101	6	110	4	0
COc1cc(NC(=O)CN2C(=O)NC(CC(C)C)C2=O)cc(OC)c1OC (centres undefined)	.	-7	0	13	105	-2	105	4	.
Fc1ccc(-c2n[nH]c(=S)c3ccccc23)cc1	-1.6	-1	2	3	89	2	94	3	0

Whole records, looked up by structure. Order of screens: MEX-5 binding | MCL1 BIM primary | GRK2 inh | VLA-4 inh | CIT2 TOR yeast | Bcl-xL primary | AGP1-GFP MLPCN | GLD-1 TGE inh | Fam108B counter
C[C@H](N)c1nnc(SCC(=O)N(C)C)o1 across the screens: -1.3 | 7 | 1 | 9 | 98 | 7 | 101 | -6 | 0
S=C(NCc1ccco1)N1CCN(c2nc(-c3ccc(Cl)cc3)cs2)CC1 across the screens: 0.2 | -3 | 1 | 9 | 101 | 4 | 102 | 3 | 8
O=C(Nc1ccc(S(=O)(=O)NCCc2ccccc2)cc1)c1ccc(Br)o1 across the screens: 2.8 | 6 | 7 | -5 | . | 2 | 104 | 9 | -17

The listing continues:
SMILES	MEX-5 binding	MCL1 BIM primary	GRK2 inh	VLA-4 inh	CIT2 TOR yeast	Bcl-xL primary	AGP1-GFP MLPCN	GLD-1 TGE inh	Fam108B counter
O=C1CCN(CCc2ccccc2)CCN1CCO	0.6	-4	0	16	106	2	89	8	-2
N#Cc1nc(-c2ccccc2Cl)oc1N1CCCCC1	0.1	11	0	-4	87	3	83	-1	0
O=C(NCCc1ccc(Cl)cc1)C1CCCN(S(=O)(=O)N2CCCCCC2)C1 (centres undefined)	1.7	1	1	19	101	3	103	-4	0
COCCNC(=O)C(=O)NCC1OCCN1S(=O)(=O)c1ccc(C)cc1 (centres undefined)	-2.4	5	0	-14	101	7	110	2	-4
Cn1c(NC(=O)CC(C)(C)C)cc(=O)n(C)c1=O	.	-3	0	-6	106	2	112	-3	0
Cc1cc2nc(-c3ccncc3)cc(C(F)(F)F)n2n1	.	-1	4	-27	119	0	111	6	-4
COc1ccccc1CNS(=O)(=O)c1cc(-c2cc(C)no2)ccc1C(C)C	7.9	-5	7	-9	89	-1	95	-3	-2
O=C(COc1nnc2ccccn12)N1CCN(S(=O)(=O)c2ccccc2)CC1	1.0	-7	1	6	84	-6	96	3	1
OCC[C@@H]1C[C@@H](O)[C@H](O)[C@]2(Cc3ccccc3O2)O1	0.0	4	6	33	102	3	109	5	-1
COc1cccc(-c2nn(-c3ccccc3)cc2CN(C)C(C)c2ccncn2)c1 (centres undefined)	-1.3	-3	1	0	98	0	96	-2	4
O=C(NCCCN1CCCC1=O)c1cc(-c2ccc(F)cc2)nc2ccccc12	.	.	0	0	100	.	97	1	.
Cc1cccc(C(=O)c2c(N)sc3c2CCCC3)c1	3.0	-2	3	-3	89	5	98	3	5
CSc1cnn(Cc2ccccc2)c(=O)c1SCc1ccccc1	-3.0	-14	0	16	85	-3	88	1	2

Source: PubChem (several laboratories)
